14-3-3 PPI = modulators of 14-3-3 gamma protein binding, primary screen, biochemical, fluorescence polarization. 14-3-3 protein gamma (Homo sapiens), P61981. FP, 14-3-3gamma / TMR-pS259-Raf peptide binding. inhibition, % at 40 µM. 160,000 compounds, 0.19% hits. AID 422, 2006; in the data active = inhibition above about 30%;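 also: 0% = protein plus tracer without compound and 100% = blank with tracer alone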
Target sequence (P61981 whole entry, looked up): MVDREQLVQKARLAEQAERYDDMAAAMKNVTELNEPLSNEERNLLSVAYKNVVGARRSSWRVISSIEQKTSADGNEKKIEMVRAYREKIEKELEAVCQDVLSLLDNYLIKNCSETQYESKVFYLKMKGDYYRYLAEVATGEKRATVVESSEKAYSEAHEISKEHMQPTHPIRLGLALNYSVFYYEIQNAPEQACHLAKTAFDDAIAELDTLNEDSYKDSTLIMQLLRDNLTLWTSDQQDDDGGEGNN
An asterisk follows results filed as active; & = joins results of further samples. Some of the compounds tested; rates above refer to the full screens.

No. | smiles | 14-3-3 PPI
1 | CC1=C(C(=O)Nc2cccc(C(F)(F)F)c2)C(c2ccc(C)cc2)C2=C(CCCC2=O)N1 (centres undefined) | 4
2 | CCOC(=O)c1cc2c(=O)n3ccccc3nc2n(C2CCCCC2)c1=NC(=O)c1cccc([N+](=O)[O-])c1C | 5
3 | O=C(O)c1c2c(nc3ccc(S(=O)(=O)N4CCC(C(=O)NC5CCCC5)CC4)cc13)CCCCC2 | -11
4 | CCN(CCNC(=O)C1CCCN(S(=O)(=O)c2cnc[nH]2)C1)c1ccccc1 (centres undefined) | -1
5 | COC(=O)c1cccc(C(=O)Oc2ccc(F)cc2)n1 | -3
6 | Cc1sc(NC(=O)C2c3ccccc3Oc3ccccc32)c(C(=O)OC(C)C)c1C | -28
7 | COc1ccccc1NC(=O)c1cc(F)ccc1[N+](=O)[O-] | -2
8 | O=C(O)CCCCCNc1nc2ncn(Cc3ccccc3)c2c(=O)[nH]1 | -9
9 | CCOc1cc2[nH]c(=S)n(Cc3ccc(C(=O)NC4CCCC(C)C4C)cc3)c(=O)c2cc1OCC (centres undefined) | -12
10 | CCOC(=O)C1CCN(Cc2ccc(N(C)C)cc2)CC1 | -6
11 | Cc1ccc(OC(=O)c2ccc(C)c(C)c2)cn1 | -10&1
12 | Cc1ccccc1C(=O)Nc1ccccc1C(=O)Nc1ccccc1 | 35*
13 | Cc1nnc2nc(-c3ccccc3F)[nH]n12 | 1
14 | CCCCOc1ccc(-c2nnn(CC(=O)Nc3ncc(CC(=O)OCC)s3)n2)cc1 | 0
15 | Cc1ccc(NC(=O)C2c3ccccc3Oc3ccccc32)cc1C | 3
16 | Oc1ccccc1-c1nc(NCCN2CCOCC2)c2ccccc2n1 | 1
17 | CCOc1ccc(-n2c(N)c(C(=O)OC)c3nc4ccccc4nc32)cc1 | 0
18 | O=C(O)CCCn1c(-c2cccc([N+](=O)[O-])c2)nc(=S)c2c1CCCC2 | -4
19 | CC1=C(C(=O)Nc2ccccc2)C(c2ccncc2)n2nnnc2N1 (centres undefined) | -9
20 | Cn1c(SCCS(=O)(=O)c2ccc(Cl)cc2)nnc1-c1ccccc1 | 4
21 | O=C(c1ccco1)N1N=C(c2ccccc2)CC1(O)C(F)(F)F (centres undefined) | -3
22 | O=C(NC1CCCC1)c1nc2c(nnn2Cc2cccc(Cl)c2)c(=O)[nH]1 | -6
23 | COc1ccc(S(=O)(=O)N2Cc3ccccc3CC2C(=O)Nc2cccc3ccccc23)cc1 (centres undefined) | 10
24 | Cc1c2occ(-c3ccc(F)cc3)c2cc2c3c(c(=O)oc12)CCCC3 | -1
25 | COc1ccc(-c2cc(-c3ccc(OC)cc3)[nH]n2)cc1 | -9
26 | Cc1ccc(C2=NN(CC(=O)NCCCN3CCCCC3C)C(=O)CC2)cc1 (centres undefined) | -2
27 | C(=N\c1nc2ccccc2n1CCN1CCCCC1)/c1ccc2c(c1)OCO2 | -8
28 | O=c1c2nnn(Cc3ccccc3)c2ncn1Cc1ccccc1 | 9
29 | COc1cccc(NC(=O)c2ccccc2I)c1 | -5
30 | O=C(CN1CCN(S(=O)(=O)c2ccc(F)cc2)CC1)Nc1ccccc1C(F)(F)F | 7
31 | COc1cc2c(cc1OC)C(C(=O)NC1CCCCCC1)C(c1cccnc1)N(C)C2=O (centres undefined) | -1
32 | O=C(CCC1CCCCC1)Nc1ccccc1O | 4
33 | CC12CCC(C(=O)O)(CC1=O)C2(C)C (centres undefined) | -2
34 | CC1CCN(S(=O)(=O)N2CCC(C(=O)NCc3ccco3)CC2)CC1 | -6
35 | Cc1cccc2c1NC(=O)C21NN=C(c2ccccc2)S1 (centres undefined) | -12
36 | COC(=O)C1=C(NC(=O)c2ccc(OC)cc2)CCS1 | 18
37 | COC(=O)C1=C(C)N(C)C(=O)NC1c1ccccc1[N+](=O)[O-] (centres undefined) | -16
38 | COc1cccc(C2Nc3cc(C)c(C)cc3NC3=C2C(=O)CC(C)(C)C3)c1OC (centres undefined) | -9
39 | CCc1cccc(CC)c1NC(=O)c1cc(S(=O)(=O)N2CCN(c3ccccc3OC)CC2)ccc1F | -1
40 | Cc1ccc(CN2c3cccc4cccc(c34)S2(=O)=O)cc1 | -14
41 | COc1cc(N2C(=O)C3C4C=CC(C4)C3C2=O)cc(OC)c1OC (centres undefined) | -3
42 | CC(C)CCNC(=O)c1c[nH]c2ccc(S(=O)(=O)Nc3ccccc3F)cc2c1=O | -4
43 | CN(C)CCN1C(=O)c2oc3ccc(Cl)cc3c(=O)c2C1c1cccc(Br)c1 (centres undefined) | 3
44 | COC(=O)c1[nH]c2ccc(C)cc2c1NC(=O)CCN1CCN(Cc2ccc3c(c2)OCO3)CC1 | -3
45 | CCCOc1ccc(-c2cc(C(=O)N3CCc4ccccc43)c3ccccc3n2)cc1 | -34
46 | O=C(c1ccc(Cn2c(=S)[nH]c3ccc(Br)cc3c2=O)cc1)N1CC=C(c2ccccc2)CC1 | -11
47 | COc1ccccc1-c1nc(-c2ccc([N+](=O)[O-])cc2)no1 | 2
48 | O=c1oc2ccccc2cc1C1=Nn2c(nnc2-c2ccc3c(c2)OCO3)SC1 | -6
49 | COc1cccc(OCC(O)CN2CCC(C)CC2)c1 (centres undefined) | 6
50 | COc1ccccc1C(=O)Nc1cc(-c2nc3cc(Cl)ccc3o2)ccc1C | -194

Some values from the list.
compound 23 – 14-3-3 PPI: 10
compound 26 – 14-3-3 PPI: -2
compound 31 – 14-3-3 PPI: -1

Remaining list, next part.
No. | smiles | 14-3-3 PPI
51 | COCCNC(=O)c1ccc(CSCc2cccc(C)c2)o1 | -8
52 | CCc1oc2ccccc2c1C(=O)c1cc(Br)c(O)c(Br)c1 | -5
53 | Cc1nc(Nc2nc3ccccc3o2)nc(-c2ccccc2)c1C#N | -36
54 | COc1ccc(S(=O)(=O)N2CCN(CC(=O)Nc3cc(OC)cc(OC)c3)CC2)cc1 | -18
55 | O=C(c1ccccc1C(F)(F)F)N1CCN=C1SCc1ccccc1F | -4
56 | COc1ccc(-c2cc(C(=O)O)[nH]n2)cc1OC | -2
57 | CCCNC(=O)c1ccc2c(c1)nc(C)n2-c1ccc(Br)cc1 | -46
58 | Cc1ccc(CNC(=O)CCc2cn(C)c3ccccc23)cc1 | -9
59 | COc1cc2c(cc1OC)C(C(=O)N1CCOCC1)C(c1cccnc1)N(C)C2=O (centres undefined) | -3
60 | Cc1cc(C)n2nc(C(=O)OCCOc3cccc(Br)c3)nc2n1 | -8
61 | Cc1ccc(OCCSc2ncnc3nc[nH]c23)cc1C | -11
62 | CCOc1ccccc1-c1cc(C(=O)O)c2cc(Br)ccc2n1 | -3
63 | CC(C)COC(=O)C(C)Oc1ccc2c(=O)c(Oc3ccc(C(C)(C)C)cc3)coc2c1 (centres undefined) | -4
64 | C=CCNC(=O)c1c(N)n(-c2cccc(S(N)(=O)=O)c2)c2nc3ccccc3nc12 | -1
65 | COc1ccc(OC)c(NC(=O)CSc2nnc(Cc3cccn3C)n2-c2ccc(F)cc2)c1 | 1
66 | CCOC(=O)C1=C(C)Nc2ncnn2C1c1ccc(C)o1 (centres undefined) | 6
67 | CCOCCCNC(=O)Cn1ncc2c(=O)oc3ccccc3c21 | -3
68 | O=C(NCc1cccs1)NC1CCCCC1 | -2
69 | Cn1c2ccccc2c2nnc(SCC(=O)Nc3ccc4ccccc4c3)nc21 | -19
70 | O=C(c1ncc[nH]1)c1ccccc1C(=O)N1CCOCC1 | 5&9
71 | O=C(Nc1cccc(-c2nc3ncccc3o2)c1)c1ccc(Br)o1 | -15
72 | Cc1ccc(C(=O)Nc2sc3c(c2C(=O)N2CCCC2)CCCCC3)cc1 | 6
73 | CCOC(=O)c1sc(NS(=O)(=O)c2ccc(NC(C)=O)cc2)nc1C | -9
74 | Cc1ccccc1S(=O)(=O)Cc1ccc(C(=O)N2CCN(c3ccc(F)cc3)CC2)o1 | -2
75 | COc1ccccc1CNc1ncnc2scc(-c3ccccc3)c12 | -1
76 | COC(=O)c1cc2c(cc1Cl)SC(=NCCCN1CCOCC1)NS2(=O)=O | 5
77 | COc1cc(OC)cc(C(=O)N2CCc3ccccc3C2CNC(=O)Nc2cccc3ccccc23)c1 (centres undefined) | 1
78 | CC(=O)c1c(C(C)=O)c(C)n(-c2ccc(C)c(N)c2)c1C | 10
79 | CCCn1c(=S)[nH]c2cc(C(=O)N3CCN(C)CC3)ccc2c1=O | 1
80 | COc1ccc(-c2oc3ncnc(NCCCN4CCOCC4)c3c2-c2ccc(OC)cc2)cc1 | -4
81 | CCOc1ccc(N=c2scc(-c3ccc(Cl)s3)n2CCCO)cc1 | 0
82 | CSc1nsc(SC)c1C(=O)OCC(F)(F)F | 6
83 | CCn1c(N)c(C(=O)NCCOC)sc1=S | 1
84 | CN1C(=O)C2ON(c3ccccc3)C(c3ccccc3)C2C1=O (centres undefined) | -4
85 | COc1cccc(NS(=O)(=O)c2ccc3c(c2)C2C=CCC2C(c2ccc(C(=O)O)cc2)N3)c1 (centres undefined) | -227
86 | COc1ccc(-c2nc(SCc3cccc(C)c3)c3c(=O)n(C)c(=O)n(C)c3n2)cc1 | -377
87 | COc1ccc(-n2c(C)cc(C(=O)CN3CC(C)OC(C)C3)c2C)cc1 (centres undefined) | 2
88 | Cc1nc(N)sc1-c1csc(Nc2ccc(N(C)C)cc2)n1 | -34
89 | C=CCSc1nc2sc(C)c(C)c2c(=O)[nH]1 | 2
90 | CC(C)CN(Cc1cc2ccccc2[nH]c1=O)C(=O)c1cccnc1 | -1
91 | Cn1c(=O)c2c(nc(SCC(=O)NCCc3ccccc3)n2Cc2ccc(Br)cc2)n(C)c1=O | -6
92 | O=C(Cc1cccs1)Nc1ccc(Cl)cc1 | -14
93 | COCCn1nnnc1SCC(=O)N1CCCCC1 | -12
94 | O=c1c2ccccc2n(Cc2cccc([N+](=O)[O-])c2)c(=O)n1CCc1ccccc1 | 5
95 | CCCC1CCC(c2ccc(C(=O)Nc3ccc(OC)cc3[N+](=O)[O-])cc2)CC1 (centres undefined) | 6
96 | Cn1cnnc1SCC(=O)Nc1ccc(C=Cc2ccccc2)cc1 | -3
97 | CCN(CC)C(=NS(=O)(=O)c1ccc(C)cc1)c1ccccc1 | -10
98 | COc1ccc(OCC(=O)N2c3ccccc3C(C)(c3ccccc3)CC2(C)C)cc1 (centres undefined) | 3
99 | COc1ccccc1OCCn1cc(C(=O)C(F)(F)F)c2ccccc21 | 2
100 | CCOC(=O)c1cnc2ccc(OC)cc2c1NCc1ccccc1 | -6

(next part)
No. | smiles | 14-3-3 PPI
101 | CC1=C(C(=O)OC2CCCC2)C(c2ccc(C(C)(C)C)cc2)C2=C(CCCC2=O)N1 (centres undefined) | -6
102 | COc1ccc(C(=O)Nc2ccc(S(=O)(=O)Nc3onc(C)c3C)cc2)cc1OC | -2
103 | COc1cccc(C2=NOC(C(=O)Nc3cccc(C(C)=O)c3)C2)c1OC (centres undefined) | -4
104 | CCc1ccccc1NC(=O)c1cc(-c2cccc(Cl)c2)on1 | -5
105 | O=C(NCCCN1CCCCCC1)C1CC(=O)N(CCc2ccccc2)C1 (centres undefined) | -1
106 | C=CCNC(NC(=O)c1ccccc1)(C(=O)OCC)C(F)(F)F (centres undefined) | -2
107 | CCc1nn2c(=O)cc(CSc3nc4sc5c(c4c(=O)n3C)CCCC5)nc2s1 | 3
108 | CC(=O)N1CCN(C(=S)c2ccc(-c3cccc([N+](=O)[O-])c3)o2)CC1 | -6
109 | C=C(C)c1ccc(C(C)(C)NC(=O)NCc2ccco2)cc1 | 2
110 | COc1ccc(C(O)c2nc3ccccc3s2)cc1 (centres undefined) | 8

Values by screen from the entries so far:
14-3-3 PPI for entries 104 to 108 → -5, -1, -2, 3, -6

The list goes on:
No. | smiles | 14-3-3 PPI
111 | COCCN1C(=O)c2ccccc2C(C(=O)NCc2ccc(C)o2)C1c1cn(C)c2ccccc12 (centres undefined) | -9
112 | COc1ccc(C(=O)Nc2c3c(nn2-c2ccc(F)cc2)CSC3)cc1OC | 1
113 | CCOc1ccc(Nc2nc(NCC3CCCO3)c3ccccc3n2)cc1 (centres undefined) | 5
114 | Cc1scc(C(=O)N2CCN(S(C)(=O)=O)CC2)c1-c1ccccc1 | 9
115 | O=C(c1ccc2c(c1)N(Cc1cccc(F)c1)C(=O)c1ccccc1S2)N1CCCC1 | -31
116 | Fc1ccc(CNc2nc(-c3cccs3)cc(C(F)(F)F)n2)cc1 | -3
117 | O=C(CCC1Nc2c3ccccc3nc(=S)n2C1=O)NCc1ccccc1 (centres undefined) | -6
118 | CC(C)(C)NC(=O)Cn1nnnc1-c1nonc1N | -1
119 | CSc1ccccc1N1C(=O)NC2CC1(C)Oc1ccc([N+](=O)[O-])cc12 (centres undefined) | -9
120 | CN1C(=O)CC(C(=O)O)SC1=Nc1ccc(Cl)cc1 (centres undefined) | 0
121 | C1CCC(Nc2nnnn2C2CCCCC2)CC1 | -1
122 | COC(=O)Cn1nc2c3c(cccc31)C(=O)c1ccccc1-2 | -11
123 | O=C(NCC12CC3CC(C1)CC(CNC(=O)c1ccc(Cl)cc1)(C3)C2)c1ccc(Cl)cc1 | -2
124 | c1ccc(C2=NN3C(C2)c2ccccc2OC32CCCC2)cc1 (centres undefined) | -46

Given field by field: entries from further up.
4: CCN(CCNC(=O)C1CCCN(S(=O)(=O)c2cnc[nH]2)C1)c1ccccc1 (centres undefined)
  14-3-3 PPI = -1

17: CCOc1ccc(-n2c(N)c(C(=O)OC)c3nc4ccccc4nc32)cc1
  14-3-3 PPI = 0

68: O=C(NCc1cccs1)NC1CCCCC1
  14-3-3 PPI = -2

14: CCCCOc1ccc(-c2nnn(CC(=O)Nc3ncc(CC(=O)OCC)s3)n2)cc1
  14-3-3 PPI = 0

4 of these compounds in another layout.
(89) C=CCSc1nc2sc(C)c(C)c2c(=O)[nH]1
  14-3-3 PPI: 2

(90) CC(C)CN(Cc1cc2ccccc2[nH]c1=O)C(=O)c1cccnc1
  14-3-3 PPI: -1

(91) Cn1c(=O)c2c(nc(SCC(=O)NCCc3ccccc3)n2Cc2ccc(Br)cc2)n(C)c1=O
  14-3-3 PPI: -6

(92) O=C(Cc1cccs1)Nc1ccc(Cl)cc1
  14-3-3 PPI: -14

Bioassay records (PubChem BioAssay)
